TNAP activation fold = stimulation of alkaline phosphatase TNAP activity – biochemical, luminescent, no phosphate acceptor, uHTS, primary screen (AID 1001); purified TNAP, luminescent activation assay, no phosphate acceptor; higher activation fold means a stronger effect; one-dose activation fold at 20 µM; EC50 in µM for titrated hits; 200,000 tested, 0.03% active; in the data active means activation fold from about 3, or a potency from the dose series; inactive means the rest, 99 in 100 with activation fold below about 1.6; further: many of its hits are not listed in these tables
human PMI inhibitors = human PMI inhibitors, high substrate, primary screen, biochemical, fluorescence intensity, high mannose 6-phosphate (AID 1220). recombinant PMI enzyme, coupled fluorescence intensity; higher % means a stronger effect. inhibition, % at 20 µM; hits with a dose series show IC50 in µM. 190,000 tested, 0.66% active
WT yeast gro inh = growth inhibition of WT yeast, mitochondrial fusion screen; 190,000 tested, 2.1% active; mitochondrial fusion phenotypic screen, WT strain; inhibition, % at 10 µM; in the data active means inhibition above about 58%; tested in S. cerevisiae
ER stress rescue = rescue of cells from ER stress-induced death, primary screen, 384-well, CSM14.1, thapsigargin, ATP luminescence (AID 1222); CSM14.1 thapsigargin-induced death rescue, ATP luminescence; higher % means a stronger effect; cellular ATP content (survival), % at 20 µM; hits with a dose series show EC50 in µM; 190,000 tested, under 10 active;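 active means EC50 below 50 µM in the dose-response confirmation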;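 further: death triggered by thapsigargin at about 15 µM added after 2 h compound pretreatment; cell ATP read after overnight thapsigargin exposure of roughly 18 to 22 hours; normalized against plate controls of thapsigargin alone and 5% DMSO vehicle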
human PMI inhibition = inhibitors of human PMI, primary screen, biochemical, fluorescence intensity, coupled assay (AID 1209); purified PMI enzyme, coupled fluorescence intensity; higher % means a stronger effect; inhibition, % at 20 µM, or IC50 in µM where a hit was titrated; 190,000 tested, 0.42% active;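 further: plate controls were DMSO vehicle for no effect and wells lacking substrate for full effect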
Myeloid diff MLP = compounds promoting myeloid differentiation; calls only at 10 µM; ER-HoxA9 myeloid progenitors, lysozyme-GFP differentiation, flow cytometry; 360,000 tested, 1% active;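 active means normalized GFP-positive differentiation at or above the plate's own cutoff, the solvent-only control mean plus 3 SD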;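 further: cells exposed to compound for four days before flow analysis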
M1AAP inhibition = P. falciparum M1AAP inhibitors, biochemical, fluorogenic H-Leu-NHMec substrate, 1536-well (AID 1445) | recombinant M1AAP, H-Leu-NHMec fluorogenic kinetic assay; higher % means a stronger effect | one-dose inhibition, % at 30 µM; IC50 in µM for titrated hits | 220,000 tested, 0.42% active;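 active means primary inhibition above the hit cutoff, then over 50% inhibition at one or more dose response concentrations, cut at about 23% in these data, passing the limit was not always enough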;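 further: plate controls were DMSO full reaction for no effect and no enzyme background for full effect; strong numbers were not always called active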
Lipid droplet = modulators of hepatic lipid droplet formation; AML12 mouse hepatocytes, oleate lipid droplets, BODIPY imaging; inhibition, % at 6.5 µM; 240,000 tested, 0.4% active;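 active means lipid droplet intensity inhibited by at least 50%, with more than 500 cells counted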
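System: AML12 hepatocytes (mouse). Probe or stimulus: oleic acid at 100 µM to induce lipid droplet formation. Times: overnight treatment with compound plus oleate. Detection: Image-based BODIPY and DAPI two-channel analysis. Evaluation: percent inhibition of filter-corrected integrated lipid droplet intensity per well.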
UTI89 phage lysis = protection from phage-mediated lysis, alamar blue read-out – E. coli UTI89, K1F phage, bacterial capsule biogenesis inhibitors (AID 488966) | 340,000 tested, 0.02% active | one-dose inhibition, % at 100 µM; IC50 in µM for titrated hits | E. coli UTI89 K1F phage lysis, alamar blue, 2 h; higher % means a stronger effect;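 active means phage lysis inhibition, versus mean bacterial control, above a set limit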;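 further: capsule biogenesis inhibitors block K1F phage lysis so surviving cells raise fluorescence; higher fluorescence means more inhibition of phage lysis; actives were called in the ten point dose series up to 300 µM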
WT yeast gro inh mutant strain = recorded beside WT yeast gro inh, whose call it bears; inhibition, %; mitochondrial fusion phenotypic screen, mutant strain inhibition
Lipid droplet cells 6.5 µM = second read-out of Lipid droplet, no call of its own (marks repeat the call); cell count; measured here: cell count, cytotoxicity flag;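 cells counted across two imaged fields per well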
Myeloid diff MLP GFP+ MAC1+ % = also measured in Myeloid diff MLP; calls as there; GFP+ MAC1+ double positive, %; measured here: differentiation confirmed by MAC1 staining
* hit, by the source's call; i = inactive; · = not tested or not shown; [ ] = dose if it differs, or a comment. Unless noted, no stated cut-off is given here; in the data, active means inhibition above about 50%; inactive means the rest.

Below each SMILES: TNAP activation fold | human PMI inhibitors | WT yeast gro inh | WT yeast gro inh mutant strain | ER stress rescue | human PMI inhibition | Myeloid diff MLP | Myeloid diff MLP GFP+ MAC1+ % | M1AAP inhibition | Lipid droplet | Lipid droplet cells 6.5 µM | UTI89 phage lysis
1: CN(C)CCCOC(=O)c1cc2ccccc2o1
    1.1 | -10% | · | · | 0.0% | -7% | i | 0.4 | 5% | · | · | -0.2%
2: COCCn1c(=S)[nH]c2ncccc2c1=O
    1.1 | 8% | 1 | 0 | -2.3% | 15% | i | 0.6 | -4% | -1 | 711 | 0.6%
3: O=C(NC1CCCCCC1)c1ccc(=O)n(Cc2ccccc2)n1
    1.1 | 3% | 5 | 0 | -3.0% | 3% | i | 0.6 | 1% | 24 | 730 | -0.7%
4: O=C1c2c([N+](=O)[O-])cc([N+](=O)[O-])cc2S(=O)N1Cc1ccccc1 (stereo unspecified)
    1.1 | -52% | -19 | 1 | -1.5% | 20% | i | 0.7 | -2% | 15 | 747 | 0.3%
5: CCCCn1nnc(NC(=O)c2ccc(-c3ccccc3)cc2)n1
    1 | 10% | -1 | -68 | -2.7% | 7% | i | 0.3 | -1% | -2 | 635 | -0.1%
6: Cc1cccc(OC2(c3ccccc3)OC(=O)c3ccccc32)c1C (stereo unspecified)
    1.1 | 13% | 45 | 31 | 6.1% | 17% | i | 1.7 | -4% | · | · | -1.1%
7: COc1cccc(/C=N/NC(=O)c2ccoc2C)c1
    · | · | · | · | · | · | i | 0.4 | 6% | 1 | 695 | -0.1%
8: CCN=c1scc(-c2ccco2)n1/N=C/c1ccc(O)cc1
    1 | -22% | 3 | -2 | 1.5% | -4% | i | 0.7 | 5% | 16 | 847 | -0.1%
9: NS(=O)(=O)c1ccc(CNC(=O)c2ccc(Cl)c([N+](=O)[O-])c2)cc1
    · | · | · | · | · | · | i | 0.1 | 8% | 1 | 665 | 0.3%[50 µM]
10: O=C1Nc2ccccc2Nc2ncccc21
    1.2 | -8% | -8 | 0 | -2.6% | -4% | i | 0.6 | 8% | · | · | 0.7%
11: Cc1c(NC(=O)C(C)N2C(=O)C3C4C=CC(C4)C3C2=O)c(=O)n(-c2ccccc2)n1C (stereo unspecified)
    1.2 | 8% | 3 | -3 | -0.5% | 8% | i | 2.0 | 6% | · | · | -1.7%
12: Cc1sc2nc(CN3CCC(C)CC3)nc(Cl)c2c1C
    1 | -4% | 10 | 7 | -2.2% | -2% | · | · | -1% | 1 | 577 | ·
13: O=C(CSc1ncn[nH]1)OCN1C(=O)c2ccccc2C1=O
    1.1 | -5% | 4 | 1 | 0.5% | -4% | i | 1.2 | -8% | · | · | 0.6%
14: O=C(CSc1ncccn1)Nc1cc(Cl)ccc1[N+](=O)[O-]
    1 | 12% | 34 | -2 | -1.7% | 10% | i | 0.2 | 1% | 1 | 685 | -0.6%
15: CCOC(=O)C(=O)Nc1ccc2c(c1)OCO2
    1.1 | 4% | 0 | -8 | -0.2% | 12% | i | 0.8 | 1% | 5 | 775 | 0.8%
16: Cc1cc2c(c(/C=C/C(=O)c3ccccc3)c1)OC1(C=C2)Oc2ccccc2C(=O)N1C (stereo unspecified)
    1.2 | 0% | 0 | -2 | -1.1% | 6% | i | 2.0 | 8% | 0 | 684 | 0.3%
17: Cc1nc(NC(=O)COC(=O)CCS(=O)(=O)c2ccccc2Cl)c(Cl)cc1Cl
    1.1 | -2% | 61* | 31* | -1.5% | 0% | i | 0.4 | 5% | · | · | 3.9%
18: C[C@H](NC(=O)CCn1nnc2ccccc2c1=O)C(=O)O
    · | · | · | · | · | · | i | 0.1 | 1% | 24 | 799 | 1.2%[50 µM]
19: Cc1ccc(C)c(NC(=O)c2cnn3ccccc23)c1
    1.1 | -2% | -13 | -6 | -0.3% | 0% | i | 3.8 | 4% | · | · | 0.3%
20: O=C1C(c2ccncc2)=C(O)c2ccccc21
    1 | -5% | 16 | 17 | -5.9% | 1% | i | 0.7 | 8% | 0 | 564 | 0.6%[50 µM]
21: COc1ccc(-c2csc(NC3OC(=O)c4ccccc43)n2)cc1 (stereo unspecified)
    · | · | · | · | · | · | i | 1.1 | 8% | -5 | 733 | 0.6%
22: COc1ccc(OC)c(C2CC(=O)N3CN(c4cccc(Cl)c4C)CSC3=C2C#N)c1 (stereo unspecified)
    0.9 | 9% | -14 | 9 | -1.0% | 47% | i | 1.9 | · | · | · | -0.6%
23: CCCCC(=O)N(Cc1ccc(F)cc1)C1CCS(=O)(=O)C1 (stereo unspecified)
    · | · | · | · | · | · | i | 0.6 | 2% | -20 | 684 | 0.3%
24: COCCCNC(=O)CS(=O)(=O)Cc1nc(-c2cccc(OC)c2)oc1C
    1 | 0% | 75* | -0.4* | 4.0% | -11% | i | 0.6 | 0% | · | · | -0.2%
25: Cc1cc2ccccc2n2c(SCC(=O)N3CCc4ccccc4C3)nnc12
    1 | -27% | -14 | -16 | 2.8% | -21% | i | 2.6 | 4% | -16 | 723 | 0.7%
26: CCOc1cc(C=O)ccc1OCCSc1ccc(Cl)cc1
    1.1 | 43% | 3 | -1 | 6.6% | 6% | i | 13 | 6% | · | · | -0.7%
27: O=C(O)c1cnn2cc(-c3[nH]ncc3[N+](=O)[O-])cnc12
    1.1 | -5% | -1 | -12 | -1.8% | 12% | i | 0.4 | 5% | -14 | 657 | 0.5%[50 µM]
28: O=C(c1cc2ccccc2c(=O)o1)N1CCCC1
    1.1 | -3% | 12 | 11 | 6.0% | 0% | · | · | -2% | 0 | 715 | ·
29: Cc1cc(C)nc(-n2nc(C)c3c(C(F)F)cc(C)nc32)n1
    1.1 | -7% | 10 | 5 | -1.5% | -4% | i | 1.2 | 5% | · | · | -0.1%
30: CCOC(=O)Cc1csc(NC(=O)C2CCCN(S(=O)(=O)c3cnc[nH]3)C2)n1 (stereo unspecified)
    1.1 | 9% | -4 | -2 | 0.6% | 8% | i | 2.5 | -1% | · | · | -1.7%
31: COc1ccc(CNCCSc2nnnn2C)cc1OC
    1.1 | -1% | 4 | -18 | -2.9% | 4% | i | 0.6 | 3% | 2 | 727 | 8.3%
32: Cc1ccc(S(=O)(=O)N2CCN=C2SCc2ccc(Cl)c(Cl)c2)cc1
    1.1 | 4% | -9 | -19 | 2.6% | 11% | i | 0.1 | 2% | -41 | 370 | 1.6%
33: Cc1cc(N2CCN(C)CC2)nc2ccc(NC(=O)c3ccccc3F)cc12
    1.1 | -2% | 12 | 7 | -0.8% | 2% | i | 0.2 | -6% | 15 | 770 | 0.2%
34: Nn1c(SCC(=O)N2CCc3ccccc3C2)nnc1-c1cccs1
    1 | 3% | 2 | 7 | -1.7% | 5% | i | 0.8 | 8% | · | · | 0.1%
35: COc1cc(O)c(C(CC(=O)N2CCCC(C)C2)c2ccc3c(c2)OCO3)c(OC)c1 (stereo unspecified)
    · | · | · | · | · | · | i | 2.5 | 5% | -18 | 621 | -0.4%
36: CCOC(=O)C1CCCN(c2c(Nc3ccc(C)c(C)c3)c(=O)c2=O)C1 (stereo unspecified)
    1.1 | 7% | -16 | -3 | -2.4% | 11% | i | 1.7 | 7% | 5 | 649 | -0.2%
37: O=c1[nH]cn[nH]1
    1.1 | -4% | 2 | -4 | -2.3% | -2% | i | 2.5 | 2% | 12 | 687 | 1.5%
38: CCc1cc2c(CN3CCN(C)CC3)cc(=O)oc2cc1O
    1.2 | 6% | 4 | -19 | 1.1% | 9% | i | 0.7 | 48µM* | -3 | 744 | 0.4%
39: CCN1C(=O)c2cccc3c(S(=O)(=O)NCCc4c[nH]c5ccccc45)ccc1c23
    1.1 | 19% | 4 | 17 | 4.4% | 23% | i | 1.6 | 15% | -19 | 797 | -0.3%
40: COc1cc(OC)cc(C(=O)Nc2ncc3c(n2)CC(C)(C)CC3=O)c1
    1.1 | -8% | -14 | -6 | 0.2% | -7% | i | 0.9 | 10% | · | · | 1.4%
41: COC(=O)COc1cc(C)cc2oc(=O)c(CC(=O)OC)c(C)c12
    1.1 | 8% | 3 | 5 | · | 12% | i | 0.6 | -1% | -2 | 716 | 0.6%
42: CC(C)(C)n1nnnc1C(c1ccc(F)cc1)N1CCN(Cc2ccc3c(c2)OCO3)CC1 (stereo unspecified)
    1 | 3% | -21 | -4 | -0.2% | 5% | i | 0.6 | 6% | -8 | 681 | -0.1%
43: COc1ccc(NC(=O)C(NC(=O)Cc2cccs2)c2ccc(C)cc2)cc1 (stereo unspecified)
    0.9 | 4% | 9 | 2 | 0.7% | 8% | i | 0.6 | -2% | 0 | 625 | 0.1%
44: COc1ccccc1NC(=O)COc1cccc(-n2cnnn2)c1
    1.1 | 0% | -6 | 4 | 2.5% | -4% | i | 1.8 | 7% | · | · | 0.5%

Full records from above. Screens in order: TNAP activation fold | human PMI inhibitors | WT yeast gro inh | WT yeast gro inh mutant strain | ER stress rescue | human PMI inhibition | Myeloid diff MLP | Myeloid diff MLP GFP+ MAC1+ % | M1AAP inhibition | Lipid droplet | Lipid droplet cells 6.5 µM | UTI89 phage lysis
`CCN=c1scc(-c2ccco2)n1/N=C/c1ccc(O)cc1` as listed: 1 | -22% | 3 | -2 | 1.5% | -4% | i | 0.7 | 5% | 16 | 847 | -0.1%
`Cc1sc2nc(CN3CCC(C)CC3)nc(Cl)c2c1C` as listed: 1 | -4% | 10 | 7 | -2.2% | -2% | · | · | -1% | 1 | 577 | ·
`Cc1cccc(OC2(c3ccccc3)OC(=O)c3ccccc32)c1C` (stereo unspecified) as listed: 1.1 | 13% | 45 | 31 | 6.1% | 17% | i | 1.7 | -4% | · | · | -1.1%

Random excerpt: 2 entries already listed.
Below each SMILES: TNAP activation fold | human PMI inhibitors | WT yeast gro inh | WT yeast gro inh mutant strain | ER stress rescue | human PMI inhibition | Myeloid diff MLP | Myeloid diff MLP GFP+ MAC1+ % | M1AAP inhibition | Lipid droplet | Lipid droplet cells 6.5 µM | UTI89 phage lysis
44: COc1ccccc1NC(=O)COc1cccc(-n2cnnn2)c1
    1.1 | 0% | -6 | 4 | 2.5% | -4% | i | 1.8 | 7% | · | · | 0.5%
35: COc1cc(O)c(C(CC(=O)N2CCCC(C)C2)c2ccc3c(c2)OCO3)c(OC)c1 (stereo unspecified)
    · | · | · | · | · | · | i | 2.5 | 5% | -18 | 621 | -0.4%

Assay outcomes from PubChem BioAssay.
